cytoskel mod: modifiers of F-actin cytoskeleton organization, primary screen, imaging, HUVEC, phalloidin staining, high-content imaging | HUVEC TNFa F-actin phalloidin imaging | inhibition, % at 2 µM | 0.18% of 91,000 active | AID 836, 2007;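 active means inhibition above the batch mean plus 3 SD and confirmed as a hit by visual image inspection, cut at about 30% in these data, passing the limit was not always enough; inconclusive means above the inhibition threshold but rejected on visual inspection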; further: strong numbers were not always called active
PLK1 kinase inh: human PLK1 kinase inhibitors, primary screen, biochemical, TR-FRET; inhibition, % at 10 µM; recombinant PLK1 kinase, TR-FRET peptide phosphorylation; AID 619, 2007; Serine/threonine-protein kinase PLK1 (Homo sapiens), P53350; 0.53% of 97,000 active;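 active means inhibition of 50% or more in the single-concentration screen; inactive means inhibition below 50%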;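 further: 0% = DMSO max control and 100% = H-89 dihydrochloride min control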
Target sequence (P53350 whole entry, looked up): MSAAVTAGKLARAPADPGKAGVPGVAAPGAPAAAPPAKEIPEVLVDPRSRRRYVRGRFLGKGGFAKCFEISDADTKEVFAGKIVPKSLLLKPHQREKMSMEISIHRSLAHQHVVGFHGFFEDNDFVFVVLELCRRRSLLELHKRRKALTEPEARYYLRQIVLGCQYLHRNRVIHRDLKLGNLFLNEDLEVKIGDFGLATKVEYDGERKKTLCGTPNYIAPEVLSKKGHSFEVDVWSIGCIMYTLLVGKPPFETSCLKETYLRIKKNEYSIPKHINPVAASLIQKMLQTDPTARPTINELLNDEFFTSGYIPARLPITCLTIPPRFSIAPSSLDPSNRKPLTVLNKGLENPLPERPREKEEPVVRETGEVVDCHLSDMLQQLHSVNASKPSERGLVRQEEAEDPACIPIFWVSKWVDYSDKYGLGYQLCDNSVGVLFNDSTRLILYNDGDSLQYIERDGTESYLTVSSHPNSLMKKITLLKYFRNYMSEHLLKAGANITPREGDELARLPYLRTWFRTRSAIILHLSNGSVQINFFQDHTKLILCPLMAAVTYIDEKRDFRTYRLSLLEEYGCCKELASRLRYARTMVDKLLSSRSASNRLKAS
VCAM1 TNFa inh: inhibitors of TNFa-induced VCAM1 expression, primary screen, imaging, HUVEC, TNFa stimulus, immunofluorescence; HUVEC TNFa-induced VCAM-1 immunofluorescence, high-content imaging; 0.48% of 95,000 active; inhibition, % at 2 µM;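 active means inhibition above the batch mean plus 3 SD, with images confirmed as a hit by eye, cut at about 37% in these data; inconclusive means inhibition above that limit but hit not confirmed in images; inactive means inhibition not above that limit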;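 further: 0% = TNF-stimulated DMSO wells and 100% = unstimulated control wells; not every result past the cut was called active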
DAT uptake mod: changed hDAT dopamine uptake under cocaine IC80, either direction, primary screen, cocaine antagonist project, cell-based, LLC-PK1 hDAT, [14C]-dopamine uptake, MLSMR | Sodium-dependent dopamine transporter (Homo sapiens), Q01959 | LLC-PK1 hDAT cells, [14C]-dopamine uptake with cocaine IC80; actives deviate in either direction | B-score at 10 µM | 1.3% of 110,000 active | AID 449768, 2010;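 active means Z score or B-score, a plate-position-corrected score, falls beyond the plate's 99.7% confidence bounds, in either direction; inactive means both scores lie inside the 99.7% bounds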;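 further: scored against the spread of the other compound wells on the same plate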
sEH inh: soluble epoxide hydrolase inhibitors, primary screen, biochemical, human sEH. AID 707, 2007. inhibition, % at 2 µM. 0.34% of 91,000 active. recombinant human sEH enzymatic activity assay; in the data active means inhibition above about 80%; further: values of inactives mirror those of a sister screen read the other way; many of its hits are not listed in these tables
TNFa cytotox: cytotoxicity in TNFa-stimulated HUVEC, primary screen, cytotoxicity control for VCAM1 expression modulator project, imaging, Hoechst nuclei count; HUVEC TNFalpha-stimulated, Hoechst cell count; cell count reduction, % at 2 µM; 0.17% of 93,000 active;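 active means cell count reduction exceeding the screen mean by over 5 SD, scaled to untreated wells per plate, cut at about 78% in these data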;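 further: cells counted after 24 h of TNF alpha exposure following the 1 h pretreatment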
IL1B cytotox: cytotoxicity in IL-1B stimulated HUVEC, primary screen, cytotoxicity control for IL-1B NFkB translocation project, imaging, Hoechst nuclear count, IL-1B stimulus | 0.41% of 94,000 active | HUVEC cell count loss | cell count reduction, % at 2 µM | AID 845, 2007;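 active means cell count reduction more than 3 SD above the screen-wide mean, cut at about 70% in these data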;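 further: normalized per plate to untreated control cells as the no-loss baseline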
E coli WT exp: growth inhibitors of wild-type E. coli, primary screen, strain BW25113, expanded library, OD600; OD600 absorbance; growth inhibition, % at 100 µM; 0.15% of 98,000 active;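 active means growth inhibition above about 50% at one test dose, limit read from the data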;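 further: growth measured after 20 h incubation at 37 °C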
Plk1 PBD FP: Plk1 polo box domain binding inhibitors, primary screen, biochemical, fluorescence polarization; 0.13% of 97,000 active; inhibition, %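 (tested at about 20 µM)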; Plk1 PBD phosphopeptide binding; Serine/threonine-protein kinase PLK1 (Homo sapiens), P53350; in the data active means inhibition above about 34%, passing the limit was not always enough
* hit, by the source's call; ? = inconclusive; nt = no result given.

SMILES | cytoskel mod | PLK1 kinase inh | VCAM1 TNFa inh | DAT uptake mod | sEH inh | TNFa cytotox | IL1B cytotox | E coli WT exp | Plk1 PBD FP
CCOC(=O)N1CCN(C(=O)c2cc3c(ccc4ccccc43)oc2=O)CC1 | 36 | -3 | 5 | 0.78 | -12 | -27 | 16 | 1 | -2
Cc1noc(C)c1C(=O)NC(C)c1ccc2c(c1)OCO2 (stereo unspecified) | -16 | -7 | -14 | -1.3 | -6 | 2 | 22 | 1 | 0
CC1(C)CC(=O)C2=C(C1)OC(N)=C(C#N)C21C(=O)N2CCCc3cccc1c32 (stereo unspecified) | -1 | 0 | -18 | 0.75 | 0 | -9 | -32 | -2 | 10
COc1ccc(C)cc1NC(=O)CSc1nnc(-c2ccc(OC)c(OC)c2)n1N | -5 | -6 | 16 | 1.4 | 1 | -25 | -2 | -16 | -7
CCn1c(SCC(=O)Nc2ccc3c(c2)OCCO3)nnc1-c1ccccn1 | -1 | -12 | 6 | 0.65 | 3 | -13 | -32 | -3 | 8
Cc1cc(C)n(CC(O)Cn2cnc3c2c(=O)n(C)c(=O)n3C)n1 (stereo unspecified) | -2 | -6 | -14 | -0.13 | 1 | -7 | 5 | nt | 19
COc1ccc(NC(=O)CSc2nnc(-c3cccs3)n2-c2ccccc2)cc1 | 38 | -11 | 3 | -1 | nt | -32 | -6 | -7 | -16
Cc1c(NC(=O)Nc2ccccc2Cl)sc(=S)n1C | -20 | -11 | 24 | -0.89 | 10 | -12 | 21 | nt | -2
N#Cc1c(N2CCCCC2)nc(N2CCCCC2)c2c1CCN(Cc1ccccc1)C2 | 3 | -8 | 13 | 0.015 | 28 | -1 | 10 | -14 | -10
O=C(Cc1ccccc1)NCCc1cccc(Cl)c1 | -12 | -8 | 0 | 0.41 | 13 | -3 | 1 | -3 | -1
COc1ccccc1N1CCN(C(=O)c2cnn3cccnc23)CC1 | -1 | -8 | 13 | 0.085 | 4 | 6 | -49 | -3 | 7
Cn1c(NCCCO)nc2c(c1=O)C1(CCCCC1)Cc1ccccc1-2 | 30 | 37 | -4 | 1.4 | -2 | -26 | -29 | -3 | 16
CCCCCC1CCC(c2ccc(C(N)=O)cc2)CC1 (stereo unspecified) | 17 | -10 | 16 | -0.91 | 2 | -8 | -4 | -1 | 10
O=C(CSc1nc2ccccc2c(=O)[nH]1)N1CCCCCC1 | 27 | -10 | -8 | 1.2 | 0 | 14 | 1 | -3 | 4
O=C(NCc1ccco1)c1ccc(S(=O)(=O)N2CCOCC2)cc1 | 4 | -5 | 15 | -0.96 | 7 | -7 | 7 | -3 | -4
CN(C)S(=O)(=O)c1ccc(C(=O)NCCOc2ccccc2)cc1 | 17 | -19 | 7 | -0.088 | -6 | -16 | -13 | 11 | 11
CNC(=O)NC(=O)COC(=O)CCCOc1ccc(OC)cc1 | -13 | -1 | -21 | 1.4 | -1 | 0 | 0 | 1 | 9
COc1cc(OC)cc(C(=O)N(Cc2nc(-c3cccc(C)c3)no2)C(C)C)c1 | -3 | -5 | -17 | 0.29 | -4 | -31 | 22 | -10 | 0
CC1=NC(=O)C(N=Nc2ccccc2)N1c1ccccc1 (stereo unspecified) | 2 | -2 | 4 | 0.019 | 4 | -29 | -30 | nt | -19
Cc1ccc(S(=O)(=O)N2CCCC(C(=O)NCCCN3CCCCC3C)C2)cc1 (stereo unspecified) | -24 | -14 | -11 | -0.1 | 4 | 3 | -2 | 6 | 3
COC(=O)c1ccc(-n2cnc(Cl)n2)c(F)c1 | -11 | -12 | 6 | -0.046 | -6 | -10 | -29 | 4 | 23
COCC(C)N=CC1=C(O)CC(C)(C)CC1=O (stereo unspecified) | 1 | 6 | -11 | -0.8 | 7 | -32 | -85 | -1 | -14
CNC(=O)c1sccc1SCc1ccc(Cl)cc1Cl | 3 | -2 | -14 | -0.58 | 0 | -8 | nt | 3 | -7
CCN1C(=O)/C(=C2\SC(=S)N(c3c(C)n(C)n(-c4ccccc4)c3=O)C2=O)c2ccccc21 | 0 | -4 | -14 | nt | -20 | -10 | -14 | -8 | -41
CC(c1ccccc1)C1NC(C(=O)O)CS1 (stereo unspecified) | 2 | -11 | 10 | -0.28 | -19 | -5 | -3 | 21 | 2
CCC(C)Sc1nnc(Cc2cc(=O)[nH]c(=O)[nH]2)n1-c1ccc(F)cc1 (stereo unspecified) | nt | 72* | nt | -0.83 | nt | nt | nt | -11 | 16
O=C(Nc1nccs1)c1ccc(Cl)c(S(=O)(=O)N2CCOCC2)c1 | 15 | 12 | 8 | 0.8 | 18 | -20 | 9 | -4 | -28
CCOC(=O)N1CCN(c2c(NCCc3ccc(OCC)c(OCC)c3)c(=O)c2=O)CC1 | -2 | 1 | 12 | -1.1 | 6 | -4 | 16 | 4 | 21
O=C(CCSc1nnc2scc(-c3ccccc3)n12)Nc1nc(-c2ccccc2)ns1 | ? | -12 | 1 | -0.75 | 9 | -3 | 3 | -7 | -8
Cc1cc(-c2cccs2)nc(-n2cccc2)n1 | -11 | -12 | 8 | -1.3 | 3 | 4 | -12 | -1 | 17
COC(=O)c1c(NC(=O)CN2CCN(C(=O)c3ccco3)CC2)c2c(C)cccc2n1C | 28 | -14 | -10 | -0.78 | -12 | -8 | 8 | 0 | -16
O=C(CN(c1ccc(F)cc1)S(=O)(=O)c1ccc2c(c1)OCCO2)NCc1ccccc1 | 7 | -7 | 4 | -0.082 | 9 | -11 | 6 | -4 | 9
Cc1nc2sc3c(NCc4ccco4)ncnc3c2c2c1COC(C)(C)C2 | 6 | -4 | -10 | 0.43 | -9 | -5 | -28 | -6 | -1
CCOC(=O)c1cc2c(C)n(-c3ccc(C)cc3)c(C)c2ccc1=O | 15 | -9 | -8 | -0.038 | -5 | -16 | -64 | 4 | -6
CCOc1ccc(NC(=O)CN(c2cc(C)cc(C)c2)S(=O)(=O)c2c(C)noc2C)cc1 | -12 | -1 | 3 | -0.26 | -1 | -12 | 2 | 1 | -33
CCCn1c(SCC(=O)Nc2nnc(CC)s2)nnc1-c1ccco1 | 9 | 6 | -3 | 2.1 | -2 | -33 | -13 | 2 | -16
COc1ccc(OC)c(CNC(=O)Cc2c(C(=O)O)[nH]c3ccccc23)c1 | -5 | -6 | 9 | -0.023 | nt | 11 | 20 | 5 | -13
CCOC(=O)c1c(C)nc2sc(C(N)=O)c(N)c2c1-c1ccccc1 | -23 | -13 | 3 | -0.28 | -13 | -5 | 7 | 7 | 5
O=C(Nc1ccccc1)N1CC=C(c2ccc(F)cc2)CC1 | 1 | 14 | -3 | 0.4 | 26 | -1 | 33 | 8 | 3
N/C(=N\OC(=O)CCC1CCCCC1)c1ccccn1 | -2 | -3 | -36 | -0.5 | 12 | -18 | -32 | 4 | 26
O=C(c1cc(-c2cccs2)on1)N1CCN(c2ccc(F)cc2)CC1 | 15 | -5 | -5 | 0.65 | 16 | -2 | -22 | -2 | -11
CC(Oc1ccccc1)C(=O)NC1CC(C)(C)NC(C)(C)C1 (stereo unspecified) | -9 | -8 | 9 | -0.71 | -3 | -14 | -168 | 2 | -9
COc1ccccc1NC(=O)CSc1nnc(-c2ccncc2)o1 | -7 | -4 | 2 | -1.6 | 9 | -21 | -10 | 0 | -3
CN(C)C(=O)CSc1nnc(-c2cccnc2)n1-c1ccccc1 | 1 | -11 | 10 | -0.0025 | -16 | -25 | -1 | 3 | -17
CCCc1nnc(NC(=O)C(C)N2C(=O)C3C4C=CC(C4)C3C2=O)s1 (stereo unspecified) | 12 | -7 | 6 | 0.24 | -7 | 6 | -16 | 4 | -2
COc1ccc(N=C2S/C(=C\c3cc(C)n(C)c3C)C(=O)N2C)cc1 | nt | -9 | 22 | 2 | 4 | 9 | -10 | -4 | -9
COc1ccc(OC)c(NC(=O)c2ccccc2SC)c1 | -8 | -2 | -12 | -0.96 | 0 | 4 | -8 | 7 | -16
CC(=O)c1ccc(NC(=O)CCc2c(C)nc3ncnn3c2C)cc1 | 3 | -15 | -11 | -0.63 | 9 | nt | 11 | nt | 2
COCCn1c(SCC(=O)Nc2nc3ccccc3s2)nnc1-c1ccoc1C | -12 | -19 | 0 | 1.9 | 7 | 6 | -4 | nt | -18
NC(Cc1ccc2nonc2c1)C(=O)O (stereo unspecified) | -6 | -14 | -10 | -0.2 | 3 | 5 | -27 | -1 | -1
COc1cccc(CNC(=O)c2ccc3nc[nH]c3c2)c1 | 28 | 7 | -10 | -0.48 | 17 | -23 | -2 | -2 | -20
COc1ccccc1CNC(=O)Cn1cccc1 | 1 | -4 | 19 | -0.39 | -7 | -18 | 11 | 6 | -22
Cc1nn(-c2ccccc2)c(Cl)c1/C=N/Nc1ccc(S(=O)(=O)Nc2ccccc2C(=O)O)cc1[N+](=O)[O-] | -22 | 2 | 12 | nt | -3 | 24 | -5 | 2 | -4
O=C1C=C(Nc2cccc(O)c2)CC(c2ccco2)C1 (stereo unspecified) | 19 | -1 | 2 | 1.1 | 8 | -20 | -17 | nt | 7
COc1ccccc1CNC(=O)C1CCN(c2nc3ccccc3o2)CC1 | -21 | -5 | -4 | 0.54 | 44 | -3 | 2 | -8 | 18
COc1ccccc1NC(=S)NNC(=O)c1nn(C)c(C)c1Cl | -7 | -8 | -12 | -0.32 | 2 | -27 | 10 | -5 | -24
CC(C(=O)N1c2ccccc2CCc2ccccc21)n1nnc(-c2ccc(N(C)C)cc2)n1 (stereo unspecified) | 9 | -11 | 11 | 1.4 | 4 | -10 | -16 | nt | -18
CC(=O)c1cc2c(cc1NS(=O)(=O)c1ccc(C)cc1)OCO2 | -1 | 2 | 15 | 0.24 | 6 | -11 | -32 | -7 | -16
Cc1c(NC(=O)Nc2ccc(Cl)cc2)c(=O)n(-c2ccccc2)n1C | 10 | -17 | 16 | 0.38 | 15 | -24 | 3 | 3 | 10
O=C1OC(N2CCN(Cc3ccccc3)CC2)c2ccccc21 (stereo unspecified) | 20 | -13 | 1 | -1 | 6 | 14 | 11 | nt | 22
O=C(NNS(=O)(=O)c1ccc([N+](=O)[O-])cc1)c1cnn(-c2ccccc2)c1-n1cccc1 | -22 | -13 | 11 | -0.0089 | 8 | 10 | -21 | 9 | 3
Cc1cc2oc(=O)cc(CN3CCC(C)CC3)c2c(C)c1Cl | nt | -4 | -21 | -0.91 | 2 | 1 | -61 | -2 | 3
O=C(NNS(=O)(=O)c1ccccc1)C1CCN(S(=O)(=O)c2ccc(Cl)cc2)CC1 | -38 | -11 | 11 | -0.62 | -6 | -18 | -10 | -5 | 11

A draw from above in order of number of heavy atoms, falling:
SMILES | cytoskel mod | PLK1 kinase inh | VCAM1 TNFa inh | DAT uptake mod | sEH inh | TNFa cytotox | IL1B cytotox | E coli WT exp | Plk1 PBD FP
Cc1c(NC(=O)Nc2ccc(Cl)cc2)c(=O)n(-c2ccccc2)n1C | 10 | -17 | 16 | 0.38 | 15 | -24 | 3 | 3 | 10
COc1ccccc1NC(=O)CSc1nnc(-c2ccncc2)o1 | -7 | -4 | 2 | -1.6 | 9 | -21 | -10 | 0 | -3
COc1ccccc1NC(=S)NNC(=O)c1nn(C)c(C)c1Cl | -7 | -8 | -12 | -0.32 | 2 | -27 | 10 | -5 | -24
